Screens as filed in PubChem BioAssay.
12-LOX inh: Primary qHTS assay for inhibitors of human arachidonate 12S-lipoxygenase (ALOX12): Round 2. Polyunsaturated fatty acid lipoxygenase ALOX12 (Homo sapiens), P18054. purified 12hLO, xylenol orange hydroperoxide absorbance. Potency, µM (series often up to 108 µM), without a hit: at the top dose activity change, negative = inhibition, hits mostly inhibitors. 1.1% of 580,000 active; note: potency is the fitted concentration of half-maximal effect
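Hydroperoxide product was detected by ferrous iron/xylenol orange as the 573 to 405 nm absorbance ratio. Arachidonic acid at 40 uM (final) was turned over for 30 min at room temperature by 150 nM human 12hLO, pH 7.0 Hepes buffer, after 15 min compound preincubation.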
GLS inh: qHTS for Inhibitors of Glutaminase (GLS); Glutaminase kidney isoform, mitochondrial (Homo sapiens), O94925; GLS enzymatic activity, qHTS titration; Potency, µM (series often up to 45.5 µM), inactives show top-dose activity change, negative = inhibition, actives largely listed as inhibitors; 0.21% of 410,000 active; AID 624170, 2012; note: potency is the fitted concentration of half-maximal effect
Target sequence (O94925 whole entry, looked up, canonical isoform): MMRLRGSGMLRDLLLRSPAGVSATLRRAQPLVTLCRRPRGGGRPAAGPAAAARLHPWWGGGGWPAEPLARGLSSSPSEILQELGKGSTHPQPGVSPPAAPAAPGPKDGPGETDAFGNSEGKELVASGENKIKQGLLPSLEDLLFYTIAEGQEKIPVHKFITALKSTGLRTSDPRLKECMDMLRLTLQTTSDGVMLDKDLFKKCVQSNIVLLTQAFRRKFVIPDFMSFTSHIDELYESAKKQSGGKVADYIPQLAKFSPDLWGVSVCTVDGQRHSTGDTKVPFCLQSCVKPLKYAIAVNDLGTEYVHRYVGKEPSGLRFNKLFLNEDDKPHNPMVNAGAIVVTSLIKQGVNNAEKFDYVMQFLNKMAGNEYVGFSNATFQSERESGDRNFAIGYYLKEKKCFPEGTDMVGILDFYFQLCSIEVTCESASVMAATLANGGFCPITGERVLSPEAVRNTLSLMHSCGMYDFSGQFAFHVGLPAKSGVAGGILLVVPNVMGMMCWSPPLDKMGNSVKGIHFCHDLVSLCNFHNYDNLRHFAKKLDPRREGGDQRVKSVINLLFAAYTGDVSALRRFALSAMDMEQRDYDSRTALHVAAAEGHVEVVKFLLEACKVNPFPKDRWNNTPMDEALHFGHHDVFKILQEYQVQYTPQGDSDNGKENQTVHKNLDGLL
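hKGA in 45 mM KH2PO4 pH 8.2, 0.02% Tween-20 with pin-transferred compounds; 1 mM L-glutamine (stock) plus glutamate oxidase/HRP/Amplex Red coupling added. Fluorescence read initially and after 30 min at RT.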
PI4K2A inh: qHTS for small molecular inhibitors of PI4K2A; Phosphatidylinositol 4-kinase type 2-alpha (Homo sapiens), Q9BTU6; purified PI4K2A, ADP-Glo luminescence, 1 h; stronger effect = lower value; activity change, negative = inhibition, % at 76.9 µM; 0.13% of 420,000 active; AID 1346378, 2018; in the data active = activity change below about -50%; inconclusive = mostly about -30% to -49%;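 note: -100% = wells without enzyme as full effect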
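PI4K2A activity was measured by ADP-Glo luminescence: enzyme (4 ug/mL stock) and phosphatidylinositol (1.2 mM stock) in Tris pH 7.5/MgCl2/EGTA/Triton X-100 buffer were reacted with ATP (300 microM stock) for one hour at ambient temperature.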
Numbers without * were called inactive; ? = inconclusive; [ ] = remark or other dose. Unless noted, calls come from the whole dose curve; as a rule, active = well fitted inhibition curve with a large enough effect; inconclusive = small, poorly fitted or top-dose-only effect, or another doubt; inactive = no such curve, though single readings can be large or run the other way. Unless noted, % is set by controls: 0 for no effect and ±100 for the full control effect.

SMILES	12-LOX inh	GLS inh	PI4K2A inh
CC1C(=O)N(Cc2cn(CCC3OCCCO3)nn2)CCS(=O)(=O)N1Cc1ccc(-c2ccc(Cl)nc2)cc1 (centres undefined)	0%	3%	-3
CCN(CC)C(=O)C1=C(C)N(Cc2ccc(C(C)(C)C)cc2)C(=O)C(CC(=O)NC2CCCC2)C1 (centres undefined)	?	1%	-2
Cc1ccc(NC(=O)CN(C)C(=O)COc2ccc(Br)cc2)cc1	1%	-1%	2
Oc1ccccc1C=NNC(=S)NC1CC2C=CC1C2 (centres undefined)	45µM*	22%	-3
COc1ccc(CN2C(=O)C(CC(=O)NCC3CCCCC3)CC(C(=O)N3CCOCC3)=C2C)cc1 (centres undefined)	-1%	0%	1
Cc1cc(C(=O)N2CCC2(C)C(=O)O)c(C)o1 (centres undefined)	?	5%	-6
CC(O)(c1ccc(F)c(F)c1)c1nc(-c2cccc(F)c2)cs1 (centres undefined)	-29%	20%	-2
Cc1cc2nc(-c3ccc(Cl)cc3)c(Cc3cccc(Cl)c3)n2c(C)c1Br	?	-11%	2
CCCn1c(N)c(N(CCOC)C(=O)COC(=O)COc2c(C)cc(C)cc2C)c(=O)[nH]c1=O	1%	0%	-4
Cc1ccc(S(=O)(=O)NC(=O)C2(C)CCN2C(=O)C2CCCCC2)cc1 (centres undefined)	-30%	-18%	5
CCCCNC(=O)C1(C)CCN1C(=O)c1ccc(F)c(C)c1 (centres undefined)	8%	-1%	3
C[C@H]1CN([C@@H](C)CO)C(=O)CCCn2cc(nn2)CO[C@@H]1CN(C)S(=O)(=O)c1ccc(-n2cccn2)cc1	0%	-3%	-5
CN(C)CCCNc1nc2cc(-c3ccn[nH]3)sc2c(=O)n1C	-4%	-2%	0
CCOC(=O)C1=C[C@@H](CC)N(S(=O)(=O)c2ccc(C)cc2)[C@H]1c1cccc(Cl)c1	5%	6%	-3
COC(=O)c1ccc2nc(C3CCCCC3)c(Cc3ccccc3C(F)(F)F)n2c1	?	-2%	-7
O=C1NC[C@H](CCCCN2C[C@H](Cc3ccc(O)cc3)N(CCc3ccc(O)cc3)C(=O)C2=O)N(Cc2ccccc2)C1=O	0%	5%	-2
OC(c1ccccc1)(c1nc(-c2ccc3c(c2)OCO3)cs1)C(F)(F)F (centres undefined)	?	5%	-1
CCCc1c(-c2cccc(F)c2)ncn1CCc1ccccc1OC	-21%	3%	3
CCC(=O)N1CCCC1(C)C(=O)NCc1ccc(SC)cc1 (centres undefined)	-11%	6%	-5
COCc1cccc(-c2csc(C(NC(C)=O)c3ccccc3)n2)c1 (centres undefined)	-4%	-3%	-2
Cc1ccc(S(=O)(=O)N2CC3(O)CN(C(=O)OC(C)C)N(C(=O)OC(C)C)CC3(OC(=O)NC3CCCC3)C2)cc1 (centres undefined)	0%	-5%	-2
O=C1CCC(OCc2ccccc2)CCN1CC[C@@H](Sc1ccccc1)c1ccccc1 (some centres undefined)	?	-1%	-12
COc1cc(NC(=O)[C@H]2O[C@@H](n3cnc4c(N)ncnc43)[C@H](O)[C@@H]2O)cc(OC)c1OC	-29%	9%	-1
COc1ccc(CN2CCC2(C)C(=O)NCCNC(C)=O)c2ccccc12 (centres undefined)	4%	5%	-1
Cc1cc2nc(-c3cccc(Cl)c3)c(CC(C)(C)C)n2c(C)c1Br	-27%	-8%	-2
CCc1nc2ccc(C(=O)NCc3ccc4c(c3)OCO4)cn2c1N(CC)CCOC	-11%	22%	-1
Cc1cc(C)c2c(=O)n3c(nc2c1)C(C)NC(=O)c1cccnc1-3 (centres undefined)	-12%	1%	1
COc1ccc(NC(=O)C[C@H]2C(=O)N(c3ccc(OC)cc3)C[C@@H]2c2ccc(Br)cc2)cc1	?	-1%	-5
CCOC(=O)[C@]12CCCC=C1N(Cc1ccc3c(c1)OCO3)C(=O)[C@H](CC(=O)N1CCCCC1)C2	-27%	-19%	7
OC(c1ccc(F)cc1)c1ncc(-c2ccc3ccccc3c2)[nH]1 (centres undefined)	-30%	3%	-6
CC1(c2nnnn2-c2ccc3c(c2)OCCO3)CCC(=O)N1Cc1ccc(F)cc1 (centres undefined)	?	-15%	5
NC(Cc1ccc(F)cc1)c1csc(Nc2ccc(C(F)(F)F)cn2)n1 (centres undefined)	?	7%	0
CC(O)(c1cccc(F)c1)c1nc(-c2ccc3ccccc3c2)cs1 (centres undefined)	?	-5%	6
COc1ccc(C(O)c2ncc(-c3ccccc3Cl)[nH]2)cc1F (centres undefined)	0%	5%	3
CC[C@@H]1CC2=C(C(=O)OC(C)(C)O2)[C@H](c2ccc(Cl)cc2)O1	?	-5%	-2
Cn1c(NCc2ccccc2F)nc2cc(-c3ccsc3)sc2c1=O	1%	2%	-2
O=C(Nc1ccccc1Cl)c1cc(C2CCCN(C(=O)CCCc3ccccc3)C2)on1 (centres undefined)	-22%	6%	1
C[C@@H]1CN([C@H](C)CO)C(=O)CCCn2cc(nn2)CO[C@H]1CN(C)C(=O)Nc1cccc2ccccc12	-51%	-4%	3
C=CCOc1ccc(C[C@H](N)C(=O)NC[C@H]2O[C@@H](n3cc(C)c(=O)[nH]c3=O)C[C@@H]2O)cc1	50%[activator]	0%	-2
COc1ccc(-c2cc3nc(C)cc(N4CCN(C(=O)c5ccoc5)CC4)n3n2)cc1	-14%	0%	-1

Five neighbouring entries already listed:
SMILES	12-LOX inh	GLS inh	PI4K2A inh
Cn1c(NCc2ccccc2F)nc2cc(-c3ccsc3)sc2c1=O	1%	2%	-2
O=C(Nc1ccccc1Cl)c1cc(C2CCCN(C(=O)CCCc3ccccc3)C2)on1 (centres undefined)	-22%	6%	1
C[C@@H]1CN([C@H](C)CO)C(=O)CCCn2cc(nn2)CO[C@H]1CN(C)C(=O)Nc1cccc2ccccc12	-51%	-4%	3
C=CCOc1ccc(C[C@H](N)C(=O)NC[C@H]2O[C@@H](n3cc(C)c(=O)[nH]c3=O)C[C@@H]2O)cc1	50%[activator]	0%	-2
COc1ccc(-c2cc3nc(C)cc(N4CCN(C(=O)c5ccoc5)CC4)n3n2)cc1	-14%	0%	-1

Going on with the list:
SMILES	12-LOX inh	GLS inh	PI4K2A inh
O=C(c1ccc(Cl)c(Cl)c1)N1CCC(=O)N([C@H](COCc2cccc(C(F)(F)F)c2)Cc2ccccc2)CC1	?	0%	2
COc1ccc(NC(=O)C2Cc3c(-c4ccco4)ccnc3O2)cc1OC (centres undefined)	-5%	4%	0
CC(C)CN1C(=O)C(=O)N(CC(=O)NCCCc2ccccc2)C1=O	-1%	-9%	6
COc1ccc(Nc2nc(NCc3cccs3)nc3ccsc23)cc1OC	?	4%	4
Cc1ccc2cccc(CC(=O)NN)c2c1	12%	34%[activator]	-2
CNC(=O)c1ccc(CN(C)C(=O)c2cc(C3CC3)nc3c2cnn3C(C)C)cc1	-17%	1%	3
CC1(C(=O)Nc2ccc3[nH]ncc3c2)CCN1C(=O)CCc1ccccc1 (centres undefined)	-18%	2%	0
COc1cccc(NC(=O)N(C)C[C@@H]2OCc3cn(nn3)CCCC(=O)N([C@H](C)CO)C[C@H]2C)c1	-13%	1%	3
Cc1cc(F)ccc1C(O)c1ncc(-c2ccccc2)[nH]1 (centres undefined)	?	-17%	2
COc1cccc(C(C)(O)c2nc(-c3ccccc3OC)cs2)c1 (centres undefined)	6%	-3%	-1
CC1(C(=O)NS(=O)(=O)c2cccc(Cl)c2)CCN1C(=O)c1ccccc1 (centres undefined)	-14%	11%	-4
COc1ccc(Br)cc1C1=CC(=O)C[C@H](c2ccc(F)cc2)C1	-7%	1%	-3
Cc1nc2sccn2c(=O)c1S(=O)(=O)NCC1CCN(Cc2ccc(Cl)cc2)CC1	?	4%	2
COc1ccc(Cl)cc1NC(=O)NNC(=O)C(=O)Nc1ccc(F)cc1	7%	16%	-4
CC1(C(=O)NS(=O)(=O)c2cccc(Cl)c2)CCN1C(=O)Cc1ccsc1 (centres undefined)	?	3%	-2
COc1ccccc1CNC(=O)c1cc(-c2cc(Cl)ccc2C)n[nH]1	4%	1%	-7
CC1(C(=O)NS(=O)(=O)c2cccc(Cl)c2)CCN1C(=O)CC1CC1 (centres undefined)	-5%	8%	-3
CNc1cc(-c2cccc(N(C)C)c2)ncn1	?	27%	3
O=C(NCc1ccc(F)cc1)c1cc(C2CCCCN2C(=O)OCCF)on1 (centres undefined)	-23%	2%	-1
OC1CCC(Nc2ccn3nc(-c4cccc(OCc5ccccc5)c4)cc3n2)CC1 (centres undefined)	-14%	0%	1

Shown bar-delimited: 6 of the compounds above
Compound | 12-LOX inh | GLS inh | PI4K2A inh
COc1ccc(Br)cc1C1=CC(=O)C[C@H](c2ccc(F)cc2)C1 | -7% | 1% | -3
Cc1nc2sccn2c(=O)c1S(=O)(=O)NCC1CCN(Cc2ccc(Cl)cc2)CC1 | ? | 4% | 2
COc1ccc(Cl)cc1NC(=O)NNC(=O)C(=O)Nc1ccc(F)cc1 | 7% | 16% | -4
CC1(C(=O)NS(=O)(=O)c2cccc(Cl)c2)CCN1C(=O)Cc1ccsc1 (centres undefined) | ? | 3% | -2
COc1ccccc1CNC(=O)c1cc(-c2cc(Cl)ccc2C)n[nH]1 | 4% | 1% | -7
CC1(C(=O)NS(=O)(=O)c2cccc(Cl)c2)CCN1C(=O)CC1CC1 (centres undefined) | -5% | 8% | -3

(cont.)
SMILES	12-LOX inh	GLS inh	PI4K2A inh
Fc1cccc(Cc2c(-c3cccc(Cl)c3)nc3c4ccccc4ccn23)c1	?	-17%	2
NC(=O)CSc1nnc(-c2ccco2)n1-c1ccc(F)cc1	14%	4%	-1
CCN(CC)C(=O)c1cccc(-c2csc(C(O)c3ccco3)n2)c1 (centres undefined)	?	-3%	-9
CCCCNC(=O)C1(C)CCN1C(=O)c1ccc(C)c(F)c1 (centres undefined)	-4%	-5%	1
O=C1Cc2ccccc2C(=O)N1	-21%	-11%	-56*
COC1CCN(C(=O)c2cc(COc3cc(C)ccc3C)on2)CC1	-12%	-2%	0
Cc1ccc(NC(=O)CSc2nnc(NC3CC3)s2)cc1S(=O)(=O)N1CCOCC1	-12%	3%	-3
CC1(C(=O)NCc2cccc(C(F)(F)F)c2)CCN1CCc1ccccc1 (centres undefined)	0%	1%	1
CCCNC(=O)C1(C)CCCN(C(=O)c2ccccc2OC)C1 (centres undefined)	2%	1%	-3
CC(C)Oc1ccc(CN2CCC2(C)C(=O)Nc2ccc3c(c2)OCO3)cc1 (centres undefined)	11%	2%	-4
COc1ccc(CN(C)C[C@H]2OCc3cnnn3CCCC(=O)N([C@H](C)CO)C[C@@H]2C)cc1	21%	4%	2
COc1ccc(C(C)(O)c2nc(-c3cccc(NC(C)=O)c3)cs2)cc1 (centres undefined)	23%	1%	4
COc1ccc(-c2nc3c(Cl)cc(C(F)(F)F)cn3c2Cc2cccc(Cl)c2)cc1OC	?	-10%	2
CN(C)C1CN(Cc2cn(Cc3ccc(C(F)(F)F)cc3)nn2)S(=O)(=O)C1 (centres undefined)	-64%	0%	0
CCCCN(C=O)c1c(CC)nc2ccc(C(=O)NCCOc3ccc(OC)cc3)cn12	?	8%	-1
O=C(Nc1ccccc1)c1cc(C2CCCN(C(=O)C/C=C/c3ccccc3)C2)on1 (centres undefined)	2%	7%	-4
CC(=O)Nc1ccc(C(=O)N2CCCC(c3cc(C(=O)Nc4ccccc4)no3)C2)cc1 (centres undefined)	-4%	1%	-2
Cc1ccccc1-c1csc(C(O)(c2ccccc2)C(F)(F)F)n1 (centres undefined)	45µM*	-6%	2
CCCCn1nnnc1C(c1ccccc1)N1CCN(C/C=C/c2ccccc2)CC1 (centres undefined)	?	7%	-2
O=C(NN=Cc1ccc2c(c1)OCO2)c1ccc([N+](=O)[O-])cc1	-17%	-10%	8
Cc1ccc(CNc2ncnc3ccc(-c4ccoc4C)cc23)o1	?	4%	-12
COc1cc(C(=O)N2CCN(C3=NS(=O)(=O)c4ccccc43)CC2)cc(OC)c1OC	19%	4%	4
CC(C)Cc1nnc(NC(=O)C2CCCN(C(=O)c3ccc(Cl)cc3)C2)s1 (centres undefined)	2%	0%	2
CCOC(=O)C1=CCN(S(=O)(=O)c2ccccc2Cl)C1c1cccc(F)c1 (centres undefined)	-4%	-3%	-1
Cc1cc(N2CCN(C(=O)Oc3ccc([N+](=O)[O-])cc3)CC2)c2ccccc2n1	-3%	3%	-5
CC(=O)OC1C(OC(C)=O)C2C(C)CC3OC(=O)C(C)C3CC2(C)C1OC(C)=O (centres undefined)	24%	-9%	-1
CCc1nc2c(OCc3ccc(C(F)(F)F)cc3)cccn2c1N(C=O)Cc1ccc(OC)cc1	-7%	2%	-1
CNC(=O)C1Cc2c(-c3ccc4c(c3)OCO4)ccnc2O1 (centres undefined)	6%	1%	-8
O=C1NC[C@H](CCCCN2CCN(Cc3ccccc3)C(=O)C2=O)N(CC2CCCCC2)C1=O	1%	3%	5

Not all compounds are listed; rates above refer to the full screens.
